# From PubChem BioAssay
# GAA glycogen mod = qHTS Assay for Inhibitors and Activators of Human alpha-Glucosidase Cleavage of Glycogen; Lysosomal alpha-glucosidase (Homo sapiens), P10253; recombinant GAA, glycogen substrate, Amplex Red glucose oxidase fluorescence; Potency, µM (highest dose often 76.4 µM), inactives show at the highest dose activity change, negative = inhibition, actives largely listed as inhibitors; actives 0.38% (n = 300,000);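 also: 0% = full enzyme reaction and -100% = no-enzyme basal signal; the screen sought inhibitors and activators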
#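 Recombinant enzyme (4 nM final) with compounds titrated up to 77 uM and bovine liver glycogen (30 ug) in citrate pH 5.0, 0.01% Tween-20, 37 C 40 min. Released glucose detected by Amplex Red/glucose oxidase (Ex 573/Em 610); AC50 from Hill fits.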
# aGal spleen mod = qHTS Assay for Inhibitors and Activators of Human alpha-Galactosidase From Spleen Homogenate | AID 2107, 2009 | Alpha-galactosidase A (Homo sapiens), P06280 | Potency, µM (series often up to 80 µM), for inactives: at the top dose activity change, negative = inhibition, hits mostly inhibitors | human spleen homogenate, 4MU-alpha-Gal fluorescence, 40 min | actives 0.008% (n = 240,000);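 also: 0% = enzyme with vehicle and -100% = no enzyme basal signal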
#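 Spleen homogenate 1 ug + cpd (titration) + 4-MU-alpha-D-galactopyranoside 1 mM; 37C 40 min; 50 mM citrate/phosphate pH 5.0, 0.01% Tween-20; stop pH 10; fluorescence 365/440; AC50 via Hill.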
# Epigenetic derep = Quantitative High-Throughput Screen for Regulators of Epigenetic Control; murine LDR cells, GFP reporter derepression, 30 h; Potency, µM (titrated, usually from 53.9 µM), inactives show top-dose GFP activation, actives largely listed as activators; actives 0.2% (n = 280,000); also: % of control where 0% means no effect; nearly all actives have a fitted effect of over 60% in size
#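 Readout is the number of GFP-expressing murine LDR cells, counted by cytometry following washing. Cells were treated with compound for 30 h at 37 C; the stably integrated CMV-GFP locus is normally silent.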
# aGlu spleen mod = qHTS Assay for Inhibitors and Activators of Human alpha-Glucosidase From Spleen Homogenate; Lysosomal alpha-glucosidase (Homo sapiens), P10253; human spleen homogenate, 4-MU-alpha-glucoside fluorescence; Potency, µM (series often up to 79.9 µM), without a hit: at the highest dose activity change, negative = inhibition, usual class: inhibitors; actives 0.006% (n = 240,000); AID 2112, 2009;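 also: 0% = enzyme with vehicle and -100% = no enzyme basal signal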
#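 AC50 values come from Hill-equation fits of concentration-response data, normalized to no-enzyme and full-activity controls. Enzyme source: 1 ug human spleen homogenate; 1 mM fluorogenic 4-MU glucoside, pH 5.0 citrate buffer, 37 C, 40 min.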
# GAA inh = qHTS Assay for Inhibitors of Human alpha-Glucosidase as a Potential Chaperone Treatment of Pompe Disease; purified human GAA, 4-MU-alpha-glucoside fluorescence; Potency, µM (titrated, usually from 76.9 µM), without a hit: at the top dose activity change, negative = inhibition, actives largely listed as inhibitors; actives 0.005% (n = 200,000); AID 1466, 2008;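 also: plate controls were uninhibited enzyme wells for no effect and no-enzyme background for full effect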
#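 Human alpha-glucosidase, 4 nM, pre-mixed with test compounds before 400 uM 4-methylumbelliferyl substrate; 20 min room temperature at pH 5.0. Fluorescence read after pH 10 stop; AC50 values from Hill-equation fits.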
# Tau fluor cs = Counterscreen qHTS for Inhibitors of Tau Fibril Formation, Fluorescence Polarization; tau K18 P301L (four-repeat tau fragment) Alexa594 fluorescence, heparin fibrillization; Potency, µM (highest dose often 57.7 µM), for the others: at the top dose activity change, negative = decrease; actives 0.93% (n = 280,000); AID 1463, 2008; also: % is scaled to controls: 0 for no effect and ±100 for the full control effect; nearly all actives have a fitted effect of over 55% in size
#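 Human K18 P301L tau (15 uM unlabeled plus 0.24 uM Alexa 594-labeled, final) in 100 mM sodium acetate pH 7 was mixed with compound and 20 uM heparin and incubated 6 hr at 37 C.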
# ALDH1A1 block = qHTS Assay for Inhibitors of Aldehyde Dehydrogenase 1 (ALDH1A1). Aldehyde dehydrogenase 1A1 (Homo sapiens), P00352. Purified ALDH1A1, NADH fluorescence, propionaldehyde substrate. Potency, µM (titrated, usually from 75.3 µM), for the others: top-dose activity, negative = inhibition, most hits filed as inhibitors. actives 7.3% (n = 220,000). AID 1030, 2008; active = well fitted inhibition curve with a large enough effect, not every such curve was filed as active; inconclusive = small, poorly fitted or top-dose-only effect, or another doubt; inactive = no such curve, though single readings can be large or run the other way;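 also: plate controls were no enzyme wells and a reference inhibitor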
# Target sequence (P00352 whole entry, looked up): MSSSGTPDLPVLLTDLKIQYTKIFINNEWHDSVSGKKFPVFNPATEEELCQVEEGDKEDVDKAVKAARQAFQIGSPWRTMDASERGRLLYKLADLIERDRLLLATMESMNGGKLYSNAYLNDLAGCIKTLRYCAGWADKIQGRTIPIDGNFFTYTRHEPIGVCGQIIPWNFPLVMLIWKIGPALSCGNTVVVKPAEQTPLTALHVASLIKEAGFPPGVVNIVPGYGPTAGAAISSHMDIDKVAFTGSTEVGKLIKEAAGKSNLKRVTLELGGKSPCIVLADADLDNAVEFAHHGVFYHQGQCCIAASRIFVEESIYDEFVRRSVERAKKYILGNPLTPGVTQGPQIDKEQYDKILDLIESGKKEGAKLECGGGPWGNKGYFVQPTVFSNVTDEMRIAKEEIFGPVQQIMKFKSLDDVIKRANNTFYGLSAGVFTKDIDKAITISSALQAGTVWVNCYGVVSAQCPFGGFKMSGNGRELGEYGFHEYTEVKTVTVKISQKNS
# NPSR antag = qHTS Assay for Antagonists of the Neuropeptide S Receptor: cAMP Signal Transduction | actives 1% (n = 220,000) | CHO-NPSR cells, cAMP TR-FRET, antagonist mode | Potency, µM (top dose mostly 38.3 µM), for the others: at the top dose activity change, negative = inhibition, hits mostly inhibitors | Q6W5P4; also: % is scaled to controls: 0 for no effect and ±100 for the full control effect; nearly all actives have a fitted effect of over 50% in size; many of its hits are not listed in these tables
# Target sequence (Q6W5P4 whole entry, looked up): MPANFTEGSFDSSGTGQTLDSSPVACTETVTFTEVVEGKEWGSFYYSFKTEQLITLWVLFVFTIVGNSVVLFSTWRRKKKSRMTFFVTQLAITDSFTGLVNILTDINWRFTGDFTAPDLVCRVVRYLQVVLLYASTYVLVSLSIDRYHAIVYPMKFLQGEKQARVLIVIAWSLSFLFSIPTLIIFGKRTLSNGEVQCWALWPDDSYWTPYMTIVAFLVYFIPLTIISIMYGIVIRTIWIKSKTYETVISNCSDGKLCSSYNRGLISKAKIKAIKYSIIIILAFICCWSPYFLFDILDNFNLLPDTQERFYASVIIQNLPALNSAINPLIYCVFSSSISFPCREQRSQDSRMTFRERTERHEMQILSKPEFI
# Numbers without * were called inactive; ? = inconclusive; · = no result given; [ ] = remark or other dose. Unless noted, calls follow the shape of the dose curve; as a rule, active = well fitted curve in the direction sought with a large enough effect; inconclusive = small, poorly fitted or top-dose-only effect, or another doubt; inactive = no such curve, though single readings can be large; an effect the other way counts as inactive or inconclusive. Potency is read from the fitted curve at half-maximal effect. An excerpt. The share of hits here may be higher or lower than overall.
1) CN(CCC#N)S(=O)(=O)c1ccc2[nH]cc(C(=O)NCCc3ccccc3)c(=O)c2c1
2) O=C1c2cccc(OCC(=O)N3N=C(c4cccs4)CC3c3ccc(F)cc3)c2CCN1Cc1ccccc1 (configuration not stated)
3) Nc1sccc1C(=O)c1ccccc1
4) CCC(C)NC(=O)c1ccccc1-c1nc2ccccc2[nH]1 (configuration not stated)
5) CCc1nc2ccc(C)cc2c(C(=O)Oc2cccc3cccnc23)c1C
6) CCOC(=O)c1sc(=S)n(-c2ccccc2)c1SC
Assay by compound,1,2,3,4,5,6
NPSR antag,-5%,-29%,-10%[46.1 µM],7%,?,-21%[46.1 µM]
GAA glycogen mod,6%,4%,-1%,10%,9%,6%
ALDH1A1 block,25µM*,?,?,5%,2%,-10%
GAA inh,-1%,5%,1%,-3%,0%,6%
Epigenetic derep,5.2%,0.0%,0.0%,-1.5%,-0.9%,0.0%
Tau fluor cs,-28%,1%,-16%,-2%,-2%,-21%
aGal spleen mod,0%,-1%,?,5%,-2%,4%
aGlu spleen mod,0%,0%,-27%,5%,-1%,-5%

# An excerpt from above in order of the aGal spleen mod value, rising.
no.	SMILES	aGal spleen mod
5	CCc1nc2ccc(C)cc2c(C(=O)Oc2cccc3cccnc23)c1C	-2%
2	O=C1c2cccc(OCC(=O)N3N=C(c4cccs4)CC3c3ccc(F)cc3)c2CCN1Cc1ccccc1 (configuration not stated)	-1%
1	CN(CCC#N)S(=O)(=O)c1ccc2[nH]cc(C(=O)NCCc3ccccc3)c(=O)c2c1	0%
6	CCOC(=O)c1sc(=S)n(-c2ccccc2)c1SC	4%

# (further entries)
7) CCS(=O)CC(=O)Nc1c(-c2ccccc2)oc2ccccc2c1=O (configuration not stated)
8) Clc1ccc(OCCN2CCCCC2)cc1Cl
9) COc1ccc(-c2noc(-c3ccc(Cl)cc3[N+](=O)[O-])n2)cc1OC
10) Cc1ccccc1NC(=O)c1ccc(S(=O)(=O)C(F)F)cc1
11) O=C(Nc1cccc(Cl)c1)OCc1ccccn1
12) COc1cccc(-c2noc(C3CCCN(C(=O)Cc4ccccc4)C3)n2)c1 (configuration not stated)
Assay by compound,7,8,9,10,11,12
NPSR antag,10%,10%,-7%,2%,16%[7.67 µM],-23%[46.1 µM]
GAA glycogen mod,1%,-3%,6%,1%,-12%,2%
ALDH1A1 block,·,-16%,-8%,7%,6%,13µM*
GAA inh,·,-5%,-2%,-1%,-1%,-3%
Epigenetic derep,-1.1%,-0.9%,1.5%,0.0%,0.9%,0.0%
Tau fluor cs,1%,6%,3%,0%,-17%,-6%
aGal spleen mod,-2%,-4%,-3%,3%,10%,1%
aGlu spleen mod,-14%,-9%,-1%,6%,5%,3%

13) CN1CCN(c2nc3c(c(=O)n(C)c(=O)n3C)n2CC(=O)C23CC4CC(CC(C4)C2)C3)CC1
14) O=C(NC(NC(=S)Nc1ccc(Cl)cc1Cl)C(Cl)(Cl)Cl)c1cccc([N+](=O)[O-])c1 (configuration not stated)
15) CC(CN1CCCCC1)OC(=O)c1ccc(Cl)cc1 (configuration not stated)
16) FC(F)(F)c1ccccc1-n1c(CN2CCCCC2)n[nH]c1=S
17) c1ccc(C2COC(c3cccs3)=N2)cc1 (configuration not stated)
18) CNc1nc(NCCOC23CC4CC(CC(C4)C2)C3)nc(OCC(F)(F)F)n1
Assay by compound,13,14,15,16,17,18
NPSR antag,-3%[46.1 µM],10µM*,0%[46.1 µM],7%,-7%[46.1 µM],-24%[46.1 µM]
GAA glycogen mod,-4%,-11%,8%,1%,12%,-4%
ALDH1A1 block,?,18µM*,-1%,·,2%,-23%
GAA inh,-9%,-13%,3%,·,0%,-7%
Epigenetic derep,-1.0%,-1.1%,-0.2%,0.9%,-2.0%,-0.4%
Tau fluor cs,-3%,?,4%,2%,-2%,-12%
aGal spleen mod,4%,1%,1%,-4%,-2%,-18%
aGlu spleen mod,-11%,-7%,2%,3%,3%,0%

19) Cc1ccc(N(C(=O)CCC(=O)Nc2cc(C)on2)C(C(=O)NC2CCCC2)c2ccccc2)cc1 (configuration not stated)
20) CCOC(=O)C1CCN(c2ncnc3c2oc2ccccc23)CC1
21) COc1ccc2c(=O)cc(-c3ccccc3)oc2c1O
22) O=C(c1cc([N+](=O)[O-])ccc1N1CCN(S(=O)(=O)c2ccc(Cl)c(Cl)c2)CC1)N1CCOCC1
23) COc1ccc(NS(=O)(=O)c2cc(NC(=O)c3ccccc3F)ccc2N2CCCC2)cc1
24) CCOCCCNC(=O)c1ccc(Br)cc1
Assay by compound,19,20,21,22,23,24
NPSR antag,47%,-13%[46.1 µM],·,2%,-13%,2%[46.1 µM]
GAA glycogen mod,11%,1%,·,-5%,?,8%
ALDH1A1 block,20%,-1%,?,?,·,11%
GAA inh,8%,1%,·,-13%,·,0%
Epigenetic derep,-3.1%,1.0%,3.8%,0.0%,2.8%,-1.1%
Tau fluor cs,-7%,-1%,-7%,-19%,?,4%
aGal spleen mod,1%,16%,-14%,-5%,-1%,-3%
aGlu spleen mod,-1%,-1%,7%,-12%,-7%,-7%

# The last 2 entries of the part before open the next one.
23) COc1ccc(NS(=O)(=O)c2cc(NC(=O)c3ccccc3F)ccc2N2CCCC2)cc1
24) CCOCCCNC(=O)c1ccc(Br)cc1
25) COc1cccc(NC(=O)Cn2cnc3sc(C)c(S(=O)(=O)N4CCCCC4)c3c2=O)c1
26) Cc1ccnc(NC(=O)CCC(=O)N(CC(=O)NC(C)(C)C)C2CCCC2)c1
27) CC(=C/c1ccc(C(C)C)cc1)/C=N/NC(=O)CSc1ccccn1
28) O=C(NCc1ccco1)c1cc2cc3ccc(Cl)cc3nc2o1
29) c1ccc2c(c1)[nH]c1c(N3CCOCC3)ncnc12
30) CCOC(=O)N1CCN(C(=O)CSc2nc(CC)nc3c2c(=O)n(C)c(=O)n3C)CC1
Assay by compound,23,24,25,26,27,28,29,30
NPSR antag,-13%,2%[46.1 µM],?,-8%[46.1 µM],-46%,-16%[46.1 µM],-12%[46.1 µM],8%
GAA glycogen mod,?,8%,-6%,?,-9%,7%,-8%,3%
ALDH1A1 block,·,11%,8%,0%,?,?,?,-14%
GAA inh,·,0%,-13%,0%,?,3%,5%,-6%[15.4 µM]
Epigenetic derep,2.8%,-1.1%,0.0%,1.1%,0.9%,0.0%,-1.9%,3.3%
Tau fluor cs,?,4%,-20%,2%,?,-2%,-2%,-6%
aGal spleen mod,-1%,-3%,-3%,-4%,9%,1%,-2%,12%
aGlu spleen mod,-7%,-7%,-2%,1%,-15%,-9%,-8%,8%

31) COc1ccc(OC)c(CC(NC(C)=O)C(=O)NC2CCN(c3nnnn3-c3ccccc3)CC2)c1 (configuration not stated)
32) Cc1ccc(C(C(=O)NC2CCCCC2)N(C(=O)Cc2c[nH]c3ccccc23)c2ccccc2)o1 (configuration not stated)
33) Cc1ccc2c(c1)nnn2C1CCN(S(=O)(=O)c2ccc(C(=O)N(C)C)cc2)CC1
34) CN(C)S(=O)(=O)c1ccc(N2CCCC2)c(C(=O)Nc2nc(-c3ccc(F)cc3)cs2)c1
35) CC(C)N1CCC(N2CCN(C3CCCC3)CC2CCO)CC1 (configuration not stated)
36) COc1ccc(NC(=O)c2cc(C)on2)cc1OC
Assay by compound,31,32,33,34,35,36
NPSR antag,4%,?,-19%[46.1 µM],27%,6%,-9%[46.1 µM]
GAA glycogen mod,-13%,1%,-10%,1%,21%,6%
ALDH1A1 block,·,-7%,-10%,?,0%,6%
GAA inh,·,2%,?,-25%,10%,-4%
Epigenetic derep,-0.2%,4.6%,0.0%,1.5%,-1.8%,0.0%
Tau fluor cs,-8%,-13%,-6%,-13%,5%,-2%
aGal spleen mod,8%,-4%,6%,12%,-3%,4%
aGlu spleen mod,2%,-1%,6%,6%,5%,2%

37) Cc1onc(C(=O)N2C(C)CCCC2C)c1[N+](=O)[O-] (configuration not stated)
38) Cc1nc(SCC(=O)CC(=O)OC(C)C)c(C#N)c(C)c1C
39) CCCn1c(SCC(=O)c2ccc3c(c2)OCCO3)nc2c1c(=O)n(C)c(=O)n2C
40) O=C(COC(=O)c1cccs1)NCCC1=CCCCC1
41) CCNS(=O)(=O)c1ccc2c3c(cccc13)C(=O)N2
42) Cn1c(=O)c2c(ncn2CCCC(=N)N2CCOCC2)n(C)c1=O
Assay by compound,37,38,39,40,41,42
NPSR antag,10%,-20%[46.1 µM],?,33%,2%[46.1 µM],16%
GAA glycogen mod,-2%,1%,5%,7%,11%,8%
ALDH1A1 block,7%,?,9%,8%,?,7%
GAA inh,4%,1%,-1%,4%,7%,2%
Epigenetic derep,-1.0%,-0.8%,-3.0%,-1.0%,-0.2%,2.2%
Tau fluor cs,-5%,-13%,-4%,6%,-5%,2%
aGal spleen mod,-11%,5%,4%,-9%,4%,-4%
aGlu spleen mod,-12%,-7%,-4%,-7%,8%,1%

43) Cc1nn(-c2ccccc2)c2c1cc1c(=O)n(C)c(=O)nc-1n2-c1ccccc1F
44) COc1ccc(S(=O)(=O)N(c2onc(C)c2Cl)S(=O)(=O)c2ccc(OC)c(OC)c2)cc1OC
45) O=C(Nc1ccccc1)Nc1nnc(-c2ccccc2)s1
46) Cn1nnc2cc(C(=O)N3CCCCCC3)ccc21
47) COc1ccccc1-c1nnc(SC2CCc3ccccc3NC2=O)s1 (configuration not stated)
48) C[C@@H]1/C=C\CC(=O)OC[C@H](C)C(=O)N[C@@H](Cc2ccccc2)C(=O)OC1
Assay by compound,43,44,45,46,47,48
NPSR antag,-33%,-10%[46.1 µM],-9%,4%[46.1 µM],?,·
GAA glycogen mod,5%,-9%,12%,8%,-4%,·
ALDH1A1 block,·,?,10%,1%,?,7%[13.5 µM]
GAA inh,·,-6%,5%,-3%,1%,·
Epigenetic derep,-1.4%,0.0%,-0.7%,-2.0%,-1.0%,0.8%[10.1 µM]
Tau fluor cs,-6%,-5%,-9%,-1%,-17%,0%[11.6 µM]
aGal spleen mod,?,0%,3%,4%,1%,-14%[17.5 µM]
aGlu spleen mod,?,-1%,7%,-4%,1%,3%[17.4 µM]
